A-T KAP1 phos: potential ataxia-telangiectasia treatments restoring KAP-1 phosphorylation | 320,000 tested, 0.19% active | […] A-T fibroblasts, KAP-1 phosphorylation AlphaLISA; neocarzinostatin DNA damage 30 min before lysis | Potency, µM (doses to about 57.5 µM), inactives show top-dose activation, usual class: activators | AID 485349; note: potency is the fitted concentration of half-maximal effect; % of control where 0% means no effect; nearly all actives have a fitted effect of over 45% in size
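hTERT-immortalized A-T patient fibroblasts ([…]), 500 cells/well in OPTI-MEM, 1% FBS, got compounds for 60 min, then NCS for 30 min at 37C. Lysates were then assayed for phospho-KAP-1 by AlphaLISA (anti-pKAP1 donor, anti-KAP1 acceptor beads), 6 hr at 25C.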
TSHR antag: antagonists of human thyroid stimulating hormone receptor; TSHR-expressing cells, TSH-stimulated cAMP HTRF, 2 h; hits give low values; activity change, negative = inhibition, % at 11.5 µM; 330,000 tested, 0.2% active;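 active = activity change below a set negative limit, meaning inhibition stronger than a set level, cut at about -70% in these data; inconclusive = activity change between two set negative limits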; note: % is set by controls: 0 for no effect and ±100 for the full control effect
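Freshly harvested TSHR cells receive pin-tooled compound, then EC80 TSH at 4nM final. After 2 hours at 37 deg C, antibody in lysis buffer and cAMP-d2 are added; 30 minutes at ambient temperature precede the HTRF read.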
TRPV1 ag: activates the human vanilloid receptor TRPV1; Q8NER1; TRPV1-expressing cells, Fluo-8 calcium influx, agonist mode; activation, % at 8.33 µM; 320,000 tested, 0.19% active; AID 540275; in the data active = activation above about 80%; inconclusive = between about 30% and that limit; note: 0% is about no effect
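Fluo-8 calcium influx in TRPV1-expressing cells, kinetic read (ex 480/em 520 nm). Compound added and read 3 min for agonist activity, followed by capsaicin at EC20 final and 2 min further read for enhancement.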
USP2a inh: blocks human ubiquitin-specific protease USP2a; 330,000 tested, 0.01% active; Potency, µM (top dose mostly 38.3 µM), inactives show at the highest dose activity change, negative = inhibition, hits mostly inhibitors; O75604; AID 463254; USP2 core, Ub-CHOP2 coupled fluorogenic reporter, 485/531;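 note: potency is the fitted concentration of half-maximal effect; plate controls were DMSO wells for no effect and full inhibition by NEM control for full effect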
Target sequence (O75604 whole entry, looked up): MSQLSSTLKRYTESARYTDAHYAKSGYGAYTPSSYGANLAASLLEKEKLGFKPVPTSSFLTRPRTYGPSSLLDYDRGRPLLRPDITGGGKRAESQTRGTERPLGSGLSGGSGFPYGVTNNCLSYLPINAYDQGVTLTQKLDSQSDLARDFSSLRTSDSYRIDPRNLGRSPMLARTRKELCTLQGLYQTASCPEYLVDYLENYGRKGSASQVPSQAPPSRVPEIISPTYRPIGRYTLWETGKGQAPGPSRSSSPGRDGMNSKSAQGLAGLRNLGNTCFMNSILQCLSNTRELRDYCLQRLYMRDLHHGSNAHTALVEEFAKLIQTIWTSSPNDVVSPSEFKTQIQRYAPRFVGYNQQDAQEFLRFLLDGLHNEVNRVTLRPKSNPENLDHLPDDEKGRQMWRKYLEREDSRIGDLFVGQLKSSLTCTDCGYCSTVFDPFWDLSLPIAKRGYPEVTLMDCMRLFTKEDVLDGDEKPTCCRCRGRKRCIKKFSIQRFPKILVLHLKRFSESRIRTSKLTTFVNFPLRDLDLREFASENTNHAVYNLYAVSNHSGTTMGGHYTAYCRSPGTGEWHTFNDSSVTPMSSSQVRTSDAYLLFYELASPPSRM
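USP2 core (10nM final) preincubated 30min RT with compound in 20mM Tris-HCl pH 8.0, 2mM CaCl2, 2mM beta-mercaptoethanol, 0.05% CHAPS; 25nM Ub-CHOP2 plus 25nM reporter substrate added, fluorescence (Ex485/Em531) read after 60min.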
hERG WT inh: inhibitors of human wildtype KCNH2 potassium channel | Q12809 | U2OS, BacMam KCNH2, thallium flux FluxOr; hits give low values | activity change, % at 1.84 µM | 340,000 tested, 0.37% active;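 active = maximum activity change below -70%; inconclusive = maximum activity change between -70% and -50%; inactive = maximum activity change above -50%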; note: % is set by controls: 0 for no effect and ±100 for the full control effect
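U2OS cells were transduced with wild-type KCNH2 virus (2.03 x 10^8 / mL) for 4 h at room temperature, then cultured overnight at 37 C. Thallium flux was read with FluxOr dye. Rate constants were normalized to DMSO controls.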
Eya2 inh: blocks the phosphatase activity of human Eya2. recombinant Eya2, OMFP fluorescence dephosphorylation (OMFP is methylfluorescein phosphate). O00167. Potency, µM (top dose mostly 76.9 µM), inactives show at the top dose activity, negative = inhibition, usual class: inhibitors. 330,000 tested, 0.006% active; note: potency is the fitted concentration of half-maximal effect; % is set by controls: 0 for no effect and ±100 for the full control effect
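Eya2 (0.2 uM) preincubated 10 min at ambient with compound, then OMFP substrate added at 50 uM; 10 min reaction in 50 mM HEPES pH 7.5, 50 mM NaCl, 5 uM MgCl2, 0.05% BSA, 1 mM DTT. Fluorescence read at Ex 485/Em 525 nm.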
TCR activator: activators of T cell receptors | 330,000 tested, under 10 active | AID 504894 | primary human leukocytes, anti-CD3, IL-2 HTRF, 48 h | Potency, µM (titrated, usually from 9.22 µM), without a hit: at the top dose activation of IL-2 secretion, hits mostly activators; note: % of control where 0% means no effect
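Compounds are tested in HTS on primary human leukocytes co-incubated with a-CD3 beads for 48 hr. IL-2 output is measured by time-resolved FRET.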
Mito fusion yeast: blocks mitochondrial division or promotes mitochondrial fusion | Potency, µM (series often up to 46.1 µM), for inactives: top-dose growth rescue (activation), most hits filed as activators | S. cerevisiae fusion-defective mutant growth rescue, CellTiterGlo 48 h | 320,000 tested, 0.23% active | AID 485298;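 note: potency is the fitted concentration of half-maximal effect; % of control where 0% means no effect; nearly all actives have a fitted effect of over 45% in size; temperature-sensitive fusion mutants such as fzo1-1 at 37 °C on non-fermentable ethanol glycerol medium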
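Temperature-sensitive fusion-defective S. cerevisiae (e.g. fzo1-1, mgm1-5) were grown with compound in YPEG medium (3% ethanol, 3% glycerol) for 48 hours at 37C. Growth rescue was measured as viability by CellTiterGlo luminescence after 10 minutes at ambient.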
KCNH2 3.1 block: inhibitors of human KCNH2 3.1 potassium channel isoform; U2OS KCNH2 3.1, thallium flux FluxOr; hits give low values; activity change, % (tested at about 1.8 µM); 340,000 tested, 0.95% active; AID 720553;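 active = maximum activity change below -70%; inconclusive = maximum activity change from -70% to -50%; inactive = maximum activity change above -50%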;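 note: thallium influx rate constant from kinetic fluorescence after stimulation buffer; % is set by controls: 0 for no effect and ±100 for the full control effect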
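FluxOr-based Tl+ influx in U2OS cells transduced with KCNH2 3.1 virus; rate constants normalized to DMSO controls.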
ELG1 DNA repair: blocks ELG1-dependent DNA repair in HEK293T cells. HEK293T ELG1-luciferase reporter, luminescence, 16 h; DNA damage induced by 5-fluorouridine. Potency, µM (highest dose often 46.1 µM), for the others: top-dose activity change, negative = inhibition, actives largely listed as inhibitors. 330,000 tested, 2.3% active; note: potency is the fitted concentration of half-maximal effect; % is set by controls: 0 for no effect and ±100 for the full control effect; nearly all actives have a fitted effect of over 55% in size
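DMSO vehicle served as the neutral condition. Each well held 2,000 cells given 5-fluorouridine plus compound; after 16 hr at 37 °C/5% CO2, ONE-Glo was added and luciferase measured 30 min later.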
An asterisk follows results filed as active; i = inactive; ? = inconclusive; . = not tested or not shown; [ ] = another dose, or the depositor's remark. Unless noted, calls come from the whole dose curve; as a rule, active = well fitted curve in the direction sought with a large enough effect; inconclusive = small, poorly fitted or top-dose-only effect, or another doubt; inactive = no such curve, though single readings can be large; an effect the other way counts as inactive or inconclusive. Not all compounds are listed; count on the stated rates, not on these rows.

SMILES,A-T KAP1 phos,TSHR antag,TRPV1 ag,USP2a inh,hERG WT inh,Eya2 inh,TCR activator,Mito fusion yeast,KCNH2 3.1 block,ELG1 DNA repair
O=C(Nc1cccn(Cc2c(Cl)cccc2Cl)c1=O)c1ccc(Cl)cc1,4%,2,.,1%,-350*,7%,3%,-1%,12,-4%
Cc1cccc(C)c1NC(=O)CN1N=NC2C(=O)N(c3cccc(Cl)c3)C(=O)C21 (stereo not drawn),9%,1,1,-2%,3,7%,3%[46.1 µM],1%,-9,3%
Cc1ccc(N=c2c([N+](=O)[O-])nn(-c3ccc4c(c3)OCCO4)n2O)cc1F,6%,3,-3,2%,i,0%,-2%,0%,-2,?
Cc1ccc(OCc2cc(C(=O)NC(C)Cc3cccnc3)no2)cc1C (stereo not drawn),-1%,-9,3,2%,2,-2%,-2%,-6%,0,?
CCNC(=S)NNC(=O)Nc1ccccc1,0%,-4,-3,0%,-25,-12%,10%,-3%,4,7%
COc1ccc(N(Cc2cc(=O)[nH]c3ccccc23)C(=O)CCl)cc1,13%,4,-3,-1%,-8,2%,7%,-5%,1,?
Cc1cccc(C)c1NC1=C(Cl)C(=O)OC1OC(C)C (stereo not drawn),2%,11,0,2%,4,3%,-2%,0%,1,?
Cc1cccc2c1nc(-c1ccccc1)n1cnnc21,4%,8,16,-2%,-4,-4%,.,0%,-4,3%
Cc1c(C(=O)c2ccc(Br)cc2)c(=O)n(C)c(=O)n1C,1%,4,0,1%,-18,-4%,1%,4%,-3,7%
CCCn1c(=O)n(N)c2ccccc21,14%,1,0,-3%,-3,-4%,1%[46.1 µM],0%,2,-11%
COc1ccc(O)c(C(=O)c2cc(C#N)c(=O)n(Cc3ccccc3)c2)c1,2%,-18,0,4%,-5,-8%,1%,-5%,-8,2%
CN(CCc1ccccn1)C(=O)c1ccc(OC2CCN(CCc3ccccc3)CC2)cc1,5%,21,-3,0%,-3,-4%,-6%,0%,-4,14%
CN(C)S(=O)(=O)c1ccc(Cl)c(NC(=O)CSc2nc3c(cc2C#N)C(=O)CCC3)c1,7%,11,5,0%,2,-2%,-1%[46.1 µM],0%,1,-16%
Cc1ccc(-n2nc3c(N4CCC(C(=O)NCCc5ccco5)CC4)nnc(C)c3c2C)cc1,-4%,-8,?,4%,-6,2%,6%,-7%,16,0%
CC(C)CCOP(=O)(c1ccc(N(C)C)cc1)C(O)c1ccccc1 (stereo not drawn),9%,6,10,0%,-1,-2%,-1%,12%,26,0%
COc1cccc(S(=O)(=O)NCc2ccc(C(=O)N3CCN(c4ccccc4OC)CC3)cc2)c1,-5%,2,4,-7%,.,-15%,.,-1%,.,?
CCCCN(C)C(=O)c1coc(=O)c2ccccc12,5%,31,-2,4%,2,-3%,-1%,-1%,-15,13%
COc1ccc(C(=S)N2CCCCCC2)cc1,-1%,16,-2,3%,-6,1%,6%[46.1 µM],-1%,0,8%
COc1ccc(OC)c(NC(=O)c2cn(C)c(=O)c3cc(OC)c(OC)cc23)c1,.,4,2,2%,-8,-34%,13%,5%,-29,21µM*
CSc1nnc(-c2cccs2)n1-c1ccccc1,1%,.,-2,-1%,8,9%,5%,2%,12,-2%
COc1ccc(CC(=O)NCCc2ccc(OC)c(OC)c2)cc1,-5%,-3,0,6%,0,6%,0%,4%,5,-1%
COc1ccc(-n2nnc3c(=O)n(CC(=O)NCC4CCCO4)cnc32)cc1 (stereo not drawn),.,168,-1,0%,4,19%,.,0%,14,1%
O=C(Nc1cccc(S(=O)(=O)N2CCCC2)c1)c1cc(=O)[nH]c2ccccc12,1%,-5,4,3%,-2,-10%,-15%,-7%,-4,-6%
c1c2c(cc3sc(N4CCCCC4)nc13)OCO2,-6%,-11,14,0%,0,16%,-5%,-9%,-4,?

Three compounds from above, sorted by count of non-hydrogen atoms, high to low.
SMILES,A-T KAP1 phos,TSHR antag,TRPV1 ag,USP2a inh,hERG WT inh,Eya2 inh,TCR activator,Mito fusion yeast,KCNH2 3.1 block,ELG1 DNA repair
COc1ccc(-n2nnc3c(=O)n(CC(=O)NCC4CCCO4)cnc32)cc1 (stereo not drawn),.,168,-1,0%,4,19%,.,0%,14,1%
COc1ccc(CC(=O)NCCc2ccc(OC)c(OC)c2)cc1,-5%,-3,0,6%,0,6%,0%,4%,5,-1%
CCCCN(C)C(=O)c1coc(=O)c2ccccc12,5%,31,-2,4%,2,-3%,-1%,-1%,-15,13%

Carrying on:
SMILES,A-T KAP1 phos,TSHR antag,TRPV1 ag,USP2a inh,hERG WT inh,Eya2 inh,TCR activator,Mito fusion yeast,KCNH2 3.1 block,ELG1 DNA repair
COc1ccc(C2NC(=O)c3ccccc3N2)cc1 (stereo not drawn),22%,-4,6,4%,-6,-9%,-3%,8%,7,?
CCCCNC(=O)C(C1CCCCC1)N(CCN(C)C)C(=O)CCCN1C(=O)NC(c2ccc(-c3ccccc3)cc2)C(C(=O)OCc2ccccc2)=C1C (stereo not drawn),10%,9,.,0%,.,-11%,-1%[46.1 µM],.,.,?
Cc1ccnc(SCc2cc(=O)c(OC(=O)c3ccc(S(=O)(=O)N4CCCC4)cc3)co2)n1,8%,5,3,2%,-7,-5%,4%[46.1 µM],-5%,-7,2%
CC(C)CC1(C(=O)O)NC(c2ccccc2O)C2C(=O)N(C(C)C)C(=O)C21 (stereo not drawn),11%,6,0,0%,-2,-2%,3%,-2%,-3,1%
O=C(Nc1ccccc1)N(Cc1ccccc1)CC(O)C(F)(F)F (stereo not drawn),-2%,-1,-4,3%,4,4%,-1%,2%,5,-6%
CCN1CCN(C(=O)C2CCC(CNS(=O)(=O)c3ccccc3)CC2)CC1 (stereo not drawn),5%,14,2,0%,-10,12%,5%,1%,2,6%
C=CCC[C@@H](Cc1ccc(F)cc1)C(=O)OC[C@@H](Cc1c[nH]c2ccccc12)NC(=O)[C@H](CC=C)CC(=O)N[C@H](CO)Cc1ccccc1,9%,-14,.,-7%,-17,-14%,-5%,.,-10,12%
C=C(C)Cn1c(SCC(=O)N/N=C/c2cccc(O)c2)nc2ccccc2c1=O,3%,-12,8,-1%,-3,-4%,2%[46.1 µM],0%,13,21µM*
Cc1cc(C)c(S(=O)(=O)N2CCCCC2CCNC(=O)C(=O)NCc2ccco2)c(C)c1 (stereo not drawn),2%,1,11,7%,-6,-6%,-2%,6%,-4,?
O=C(Cn1nnc(-c2ccccc2F)n1)OCC(=O)c1ccccc1,4%,-32,10,1%,-3,-9%,1%,8%,1,-10%
Cc1cc(C)n(-c2nc3ccccc3nc2N2CCN(S(=O)(=O)c3ccc(F)c(C)c3)CC2)n1,6%,6,3,3%,-2,1%,.,-5%,-3,-3%
O=C(Nc1c(C(=O)N2CCOCC2)cnn1-c1ccccc1)c1ccc([N+](=O)[O-])cc1,11%,-1,4,0%,2,7%,3%,2%,-1,-8%
CC(C)C[C@@H](CO)N1CCN(CCCc2ccccc2)CCC1=O,-5%,14,0,1%,3,9%,1%,0%,-16,4%
Cc1ccc(NC(=O)CN(C)C(=O)COC(=O)COc2ccc(C#N)cc2)cc1,-6%,-16,0,-1%,0,6%,4%,-7%,8,2%
CCOC(=O)c1c(-c2ccncc2)csc1N,-5%,-7,2,4%,1,-11%,1%,4%,2,18%
CC1=C(C(=O)N2CCCCC2)C(c2cccs2)C2=C(CCCC2=O)N1 (stereo not drawn),3%,1,1,-7%,-8,2%,-1%,5%,1,16%
O=c1c2ccccc2nc(COc2ccccc2)n1/N=C/c1ccc(O)cc1O,-3%,-9,11,0%,-2,-13%,-2%,4%,3,?
COc1ccccc1CCNC(=O)CCn1c(=O)c2cccn2c2ccc(F)cc21,-2%,-7,1,2%,-7,0%,5%,0%,31,-13%
O=C(Nc1ccc2c(c1)OCCO2)C1CCCN(S(=O)(=O)c2cccnc2)C1 (stereo not drawn),16%,4,0,3%,-8,-30%,-4%,0%,-4,0%
O=C(CSc1nnc(-c2ccc(F)cc2)c2ccccc12)NCC1CCCO1 (stereo not drawn),3%,-11,0,0%,2,-9%,-1%,4%,-8,-6%
CCc1noc(C)c1C(=O)OCC(=O)c1ccccc1OC,10%,4,6,-1%,-4,0%,3%,2%,1,15%
CCN(CC)CCCNC(=O)C1CCN(C(=O)c2oc3cc4sc(N(C)C)nc4cc3c2C)CC1,-6%,4,-2,0%,-9,1%,4%,-6%,-13,?
O=C(CSc1ccc2nnc(-c3ccncc3)n2n1)Nc1ccccc1F,-1%,5,-3,-3%,12,6%,-1%,-2%,14,-8%
O=C(O)c1cccc(-c2ccc(/C=N/Nc3nn[nH]n3)o2)c1,-1%,2,2,-1%,-2,3%,3%,6%,13,?
CCCSc1nsc(NC(=O)CC)n1,5%,-16,1,2%,-6,0%,-1%,8%,-9,?
CN(C)S(=O)(=O)c1cccc(-c2nnc(SCC(=O)NCCCCCC(=O)O)n2-c2ccc(F)cc2)c1,-8%,-4,3,1%,-1,-3%,-1%,-2%,-7,14%

From PubChem
